Compound activity from PubChem BioAssay.
All columns: NCI-60 one-dose screen, growth in % after 48 h at 10 µM unless noted; 100 = growth as untreated, 0 = no growth, -100 = all killed.
U251: U251 CNS tumor cells. 80,000 tested, 5.4% active
OVCAR-8: OVCAR-8 ovarian cancer; 81,000 tested, 4.4% active
SK-OV-3: SK-OV-3 ovarian cancer cells. 80,000 tested, 3.2% active. AID 1794785
SF-295: SF-295 CNS cancer cells | 79,000 tested, 5.6% active
PC-3: PC-3 prostate cancer cells | 80,000 tested, 3.9% active | AID 1794754
OVCAR-3: OVCAR-3 ovarian cancer | 79,000 tested, 7% active | AID 1794787
DU-145: DU-145 prostate cancer. 81,000 tested, 4.2% active. AID 1794760
OVCAR-5: OVCAR-5 ovarian cancer; AID 1794783; 82,000 tested, 2.9% active
OVCAR-4: OVCAR-4 ovarian cancer cells; 80,000 tested, 3.7% active
Starred values were filed as active, the others as inactive; . = not tested or not shown; & = joins results of further samples. Rule for the calls: active = growth percent below 10; inactive = the rest.

entry	Structure	U251	OVCAR-8	SK-OV-3	SF-295	PC-3
1	CN1C(=O)C(=C(/C=C/c2ccccc2)N=NC(/C=C/c2ccccc2)=C2C(=O)N(C)C(=O)N(C)C2=O)C(=O)N(C)C1=O	102	105	103	92	82
2	O=C(CSc1nc(-c2ccccc2)cc(=O)[nH]1)c1ccc2ccccc2c1	105	105	91	113	90
3	COc1ccc(/C=c2\c(=O)n(-c3ccccc3)c3nn4c(n23)=NNC=C4c2ccccc2)cc1	93	98	.	98	97
4	O=C1CC2CC1CCC2=O (stereo not given)	96	92	109	101	98
5	CN(C)c1ccc(-c2ccc(-c3ccc(C#N)cn3)o2)cc1	47	69	64	.	86
6	CC1CC(C)C2C(C1)C(=O)C(C)C1C(C)CC(C)C(C(C)O[C@H]3OC(CO)[C@H](O)C(O[C@@H]4OC(CO)[C@@H](O)C(O)[C@@H]4O)[C@H]3O)OC(=O)C12 (stereo not given in full)	107	95	115	106	87
7	CCCCNC(=O)OCC	99	106	101	94	91
8	C=C(C)[C@@H]1CC[C@]2(C(=O)N3CCN(C)CC3)CC[C@]3(C)[C@H](CC[C@@H]4[C@@]5(C)CC/C(=N/O)C(C)(C)[C@@H]5CC[C@]43C)[C@@H]12	93	96	102	101	74

entry	OVCAR-3	DU-145	OVCAR-5	OVCAR-4
1	92	102	76	95
2	110	110	95	102
3	105	111	108	97
4	108	112	105	100
5	84	87	97	86
6	113	111	103	105
7	118	112	99	91
8	102	94	114	89

(further entries)
entry	Structure	U251	OVCAR-8	SK-OV-3	SF-295	PC-3
9	O=C(Nc1cc(-c2ccccc2)nn1-c1ccccc1)c1ccccc1F	107	102&98	105&106	93&85	90&84
10	O=C1NC(c2cccc([N+](=O)[O-])c2)c2sc3c(F)cccc3c2C1N1CCCCC1 (stereo not given)	95	95	101	98	92
11	COC(=O)c1cccc([N+](=O)[O-])c1Cn1cc(COc2ccc3c(c2)NC(=O)CC3)nn1	102	101	98	125	97
12	CC(C(=O)NCC1CCC2OCOC2C1)C1CCN(C(=O)C2CC3CCCCC3N2)CC1 (stereo not given)	62	54	29	56	57
13	COc1ccc2c(c1)CCCC21C(=O)Nc2ccc(C(F)(F)F)cc21 (stereo not given)	98	99	100	.	94
14	NC(=O)N/N=C\c1ccc([N+](=O)[O-])o1	93	98	114	98	85
15	Cc1c(Cl)c(=O)oc2cc(O)ccc12	102	100	98	96	87
16	CCC(=O)Nc1ccc2c(c1)Cc1cc([N+](=O)[O-])ccc1-2	97	100	112	100	93

entry	OVCAR-3	DU-145	OVCAR-5	OVCAR-4
9	106&107	99&104	87&88	89&97
10	103	110	102	104
11	109	103	104	100
12	58	76	90	60
13	.	108	101	101
14	109	105	103	.
15	109	113	100	103
16	128	113	96	99

Later entries:
entry	Structure	U251	OVCAR-8	SK-OV-3	SF-295	PC-3
17	CC(=O)OC1CC2C(C)(C)CCC[C@]2(C)C2=C1C(O)=C(C(C)C)C(=O)C2=O (stereo not given in full)	19	13	19	-53*	.
18	O=C(NCc1ccccc1)C(=O)c1cn(Cc2ccc(Cn3cc(C(=O)C(=O)NCc4ccccc4)c4ccccc43)cc2)c2ccccc12	104	107	.	105	96
19	C=CC(=O)N[C@H](Cc1ccc(-c2cc(Cl)cc(Cl)c2)cc1)[C@H](O)[C@@H](O)C(=O)O	80	91	79	83	64
20	C=C(C)[C@@H]1CC[C@]2(C(=O)NC(COC(=O)C(Cl)Cl)(COC(=O)C(Cl)Cl)COC(=O)C(Cl)Cl)CC[C@]3(C)[C@H](CC[C@@H]4[C@@]5(C)CC[C@H](OC(C)=O)C(C)(C)[C@@H]5CC[C@]43C)[C@@H]12	23	74	82	61	11
21	O=C(N/N=C/c1ccc(Cl)cc1)c1cc(-c2cc3ccccc3o2)nn1-c1ccccc1	96	94	94	107	90
22	CCCCCCCc1c(C)[nH]c2cc(OC)ccc2c1=O	97	100	115	.	75
23	CCOC(=O)C1[C@@H]2C(=O)N(c3ccc(Cl)cc3)C(=O)[C@@H]2[C@H](c2cn(-c3ccccc3)nc2-c2ccccc2)N1Cc1ccccc1 (stereo not given in full)	85	97	103	102	77
24	Cc1csc(NC(=O)c2ccc(C(=O)Nc3nc(C)cs3)cc2)n1	101	96	109	92	.

entry	OVCAR-3	DU-145	OVCAR-5	OVCAR-4
17	-54*	-63*	-39*	.
18	120	118	107	.
19	101	102	96	97
20	57	51	81	55
21	106	87	101	87
22	108	106	95	90
23	93	103	97	88
24	115	105	98	106

New compounds follow:
entry	Structure	U251	OVCAR-8	SK-OV-3	SF-295	PC-3
25	O=c1c2ccccc2nc(CN2CCCCC2)n1/N=C/c1ccc([N+](=O)[O-])cc1	104	101	111	95	106
26	COc1ccc(-c2nc3ccccn3c2-c2nc3ccc(C)cc3[nH]2)cc1	95	.	107	.	78
27	COc1ccc2[nH]cc(/C=N/Nc3ccnc4cc(Cl)ccc34)c2c1	-83*	-70*	-96*	-100*	-86*
28	COc1ccc(OC)c(Cn2cc3c(c2)-c2oncc2CC3)c1	38	55	12	-8.9*	46
29	CC(C)(C)[C@H](OCc1cn([C@H]2C[C@@H](O)[C@@H](CO)O2)c(=O)[nH]c1=O)c1ccc(C#Cc2ccccc2)cc1[N+](=O)[O-]	69	87	93	82	19
30	C=CCc1c2c(c(OC)c3ccoc13)C(=O)/C(=C/c1ccc(OC)cc1)O2	64	84	84	91	82
31	CN(C=O)CCc1ccccc1	108	115	101	96	107
32	NNc1cccc(/C=C/c2ccccc2)cc1=O	48	58	76	.	61

entry	OVCAR-3	DU-145	OVCAR-5	OVCAR-4
25	117	114	102	111
26	82	105	98	110
27	-82*	-99*	-100*	-100*
28	-4.7*	52	58	69
29	88	86	98	85
30	100	81	95	60
31	111	108	107	102
32	55	68	82	46

Remaining list, next part
entry	Structure	U251	OVCAR-8	SK-OV-3	SF-295	PC-3
33	C/C(=N\NC(=O)CSc1nc2ccccc2c(=O)n1CCc1ccc(S(N)(=O)=O)cc1)c1ccc([N+](=O)[O-])cc1	38	45	62	95	56
34	CC1=NN(c2cccc(Cl)c2)C(=O)/C1=C\C=C\c1ccccc1	-57*	0.4*	39	101	45
35	Cc1sc2nc(N3CCC(Cc4ccccc4)CC3)[nH]c(=O)c2c1C	98	102	86	97	77
36	O=C1N(Cc2ccccc2Cl)c2ccccc2C12NN=C(c1cccc(Cl)c1)S2 (stereo not given)	-30*	-24*	-5.9*	-45*	-64*
37	CN(C)C(=O)NO	97	97	105	102	97
38	O=C(NC1CCOCC1)c1ccc(-c2nc(CSc3nc4ccccc4s3)no2)cc1	97	93	91	92	85
39	Fc1ccc(-c2cn3ccnc3c(-c3ccc4c(c3)ncn4C3CCCCC3)n2)cc1	96	97	108	106	90
40	O=C(O)C(Br)C(Cl)c1ccccc1 (stereo not given)	97	100	104	100	89

entry	OVCAR-3	DU-145	OVCAR-5	OVCAR-4
33	83	92	102	55
34	104	112	144	-10*
35	104	101	102	109
36	4.9*	-46*	9.4*	-14*
37	110	104	97	100
38	103	103	109	83
39	101	103	107	126
40	108	114	99	.

Sorted by formula weight (low to high): 12 of the compounds above.
entry	Structure	U251	OVCAR-8	SK-OV-3	SF-295	PC-3
7	CCCCNC(=O)OCC	99	106	101	94	91
14	NC(=O)N/N=C\c1ccc([N+](=O)[O-])o1	93	98	114	98	85
26	COc1ccc(-c2nc3ccccn3c2-c2nc3ccc(C)cc3[nH]2)cc1	95	.	107	.	78
9	O=C(Nc1cc(-c2ccccc2)nn1-c1ccccc1)c1ccccc1F	107	102&98	105&106	93&85	90&84
24	Cc1csc(NC(=O)c2ccc(C(=O)Nc3nc(C)cs3)cc2)n1	101	96	109	92	.
25	O=c1c2ccccc2nc(CN2CCCCC2)n1/N=C/c1ccc([N+](=O)[O-])cc1	104	101	111	95	106
10	O=C1NC(c2cccc([N+](=O)[O-])c2)c2sc3c(F)cccc3c2C1N1CCCCC1 (stereo not given)	95	95	101	98	92
11	COC(=O)c1cccc([N+](=O)[O-])c1Cn1cc(COc2ccc3c(c2)NC(=O)CC3)nn1	102	101	98	125	97
21	O=C(N/N=C/c1ccc(Cl)cc1)c1cc(-c2cc3ccccc3o2)nn1-c1ccccc1	96	94	94	107	90
23	CCOC(=O)C1[C@@H]2C(=O)N(c3ccc(Cl)cc3)C(=O)[C@@H]2[C@H](c2cn(-c3ccccc3)nc2-c2ccccc2)N1Cc1ccccc1 (stereo not given in full)	85	97	103	102	77

entry	OVCAR-3	DU-145	OVCAR-5	OVCAR-4
7	118	112	99	91
14	109	105	103	.
26	82	105	98	110
9	106&107	99&104	87&88	89&97
24	115	105	98	106
25	117	114	102	111
10	103	110	102	104
11	109	103	104	100
21	106	87	101	87
23	93	103	97	88

entry	Structure	U251	OVCAR-8	SK-OV-3	SF-295	PC-3
18	O=C(NCc1ccccc1)C(=O)c1cn(Cc2ccc(Cn3cc(C(=O)C(=O)NCc4ccccc4)c4ccccc43)cc2)c2ccccc12	104	107	.	105	96
6	CC1CC(C)C2C(C1)C(=O)C(C)C1C(C)CC(C)C(C(C)O[C@H]3OC(CO)[C@H](O)C(O[C@@H]4OC(CO)[C@@H](O)C(O)[C@@H]4O)[C@H]3O)OC(=O)C12 (stereo not given in full)	107	95	115	106	87

entry	OVCAR-3	DU-145	OVCAR-5	OVCAR-4
18	120	118	107	.
6	113	111	103	105

Additional structures follow.
entry	Structure	U251	OVCAR-8	SK-OV-3	SF-295	PC-3
41	O=C1C=Cc2ccccc2/C1=C/c1nc(-c2ccccc2)oc1O	95	95	87	101	89
42	Cc1ccc(C(C)C)c(OC(=O)Nc2cc(Cl)ccc2Cl)c1	113	114	93	118	102
43	O=C(O)c1c(F)c(F)c(F)c(F)c1Cl	103	116	105	92	93
44	CN(C)CCOc1ccc2c(c1)CCC2=O	98	109	105	93	98
45	COC(=O)CCC(=O)c1ccc(OC)cc1	96	105	93	103	83
46	Cc1c(Cc2cccc(C(F)(F)F)c2)sc2nc(=O)c3cn(C)nc3n12	91	86	92	94	89
47	CC1(C)N=C(N)N=C(N)N1c1ccc(N(CCO)CCO)cc1	105	106	104	102	95
48	CCC(C)N(c1ccc(Cl)cc1)c1nc(-c2ccc([N+](=O)[O-])cc2)cs1 (stereo not given)	99	98	91	100	92

entry	OVCAR-3	DU-145	OVCAR-5	OVCAR-4
41	92	.	97	85
42	111	112	110	.
43	97	104	101	91
44	115	112	97	110
45	108	110	101	101
46	97	77	91	86
47	106	123	123	105
48	100	103	107	90

The listing continues:
entry	Structure	U251	OVCAR-8	SK-OV-3	SF-295	PC-3
49	COc1cc(C(C)=O)ccc1O	92	100	111	106	98
50	CCOc1ccccc1N1CCC(=O)NC1=S	99	102	103	100	103
51	O=C(Nc1ccc(OS(=O)(=O)c2ccccc2)cc1)C1CCCCCC1	80	96	98	99	91
52	Oc1ccc(-c2ccccc2)cc1Cl	102	108	105	126	88
53	N#C/C(=C\c1c(-c2ccccc2)[nH]c2ccccc12)C(=O)c1ccccc1	43	47	57	37	44
54	CCCCCCCCCCCC(=O)OC(C)C(=O)NC(C)(C)CC(C)(C)C (stereo not given)	105	104	104	95	100
55	CC(C)(C)c1ccc(O)c([N+](=O)[O-])c1	100	98	.	102	112
56	C=C(C=O)[C@@H]1CC=C(C=O)CC1	-8.3*	.	0.7*	-16*	15

entry	OVCAR-3	DU-145	OVCAR-5	OVCAR-4
49	107	106	98	114
50	116	125	100	114
51	104	95	102	98
52	106	111	92	116
53	-7.0*	32	71	69
54	104	109	115	114
55	108	119	107	.
56	-20*	-75*	-54*	11

Following part
entry	Structure	U251	OVCAR-8	SK-OV-3	SF-295	PC-3
57	Oc1ccc(C2CCCCC2)c(O)c1	91	108	111	.	98
58	CCOC(=O)c1cnccc1NC1CCCCC1	95	92	98	100	92
59	COc1cc(-c2cc(C(=O)Nc3nc4ccc(F)cc4s3)nc3cc(-c4ccccc4)nn23)cc(OC)c1OC	98	95	87	89	97
60	CCOc1ccc2nc(NC(=O)c3ccc(C(C)C)cc3)sc2c1	89	88	95	79	75
61	CC(C)c1cccc(C(C)C)c1NC(=O)Nc1cccc(C(F)(F)F)c1	107	98	94	77	54
62	CC(=O)Nc1cc2c(O)c(N=Nc3ccc(C(=O)Nc4ccc(N=Nc5ccc(S(=O)(=O)O)cc5)cc4)cc3)c(S(=O)(=O)O)cc2cc1S(=O)(=O)O	103	104	117	95	91
63	Cc1cccc(C)c1C(=O)c1ccccc1Cc1ccc2ccccc2c1	88	90	109	95	81
64	O=C(CSc1nc2ccccc2c(=O)n1CCc1ccccc1)Nc1ccc(S(=O)(=O)Nc2ccc(Cl)nn2)cc1	93	92	94	95	89
65	C=C(C)[C@@H]1CC[C@]2(CO)CC[C@]3(C)[C@H](CC[C@@H]4[C@@]5(C)CC[C@H](NOCCCN)C(C)(C)[C@@H]5CC[C@]43C)[C@@H]12	111	108	117	105	89

entry	OVCAR-3	DU-145	OVCAR-5	OVCAR-4
57	115	119	114	.
58	103	108	122	109
59	90	103	97	107
60	100	91	91	33
61	92	91	90	82
62	104	99	104	96
63	103	111	94	93
64	99	105	96	93
65	109	95	101	86

Rows are unselected; 11% or so of the library scored in one or more.
